# TGFb inhibitor: blocks TGF-b signaling; 410,000 tested, 1.2% active; Potency, µM (top dose mostly 46.1 µM), for the others: at the top dose activity, negative = inhibition, most hits filed as inhibitors; HepG2 CAGA-GFP TGF-b/SMAD3 reporter, GFP fluorescence, 18 h; TGF-beta stimulated, 500 pg/mL final; also: potency is read from the fitted curve at half-maximal effect; % is scaled to controls: 0 for no effect and ±100 for the full control effect; nearly all actives have a fitted effect of over 65% in size
#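 Smad-responsive CAGA-GFP expression was quantified in HEPG2 cells exposed to compounds and 500 pg/mL final TGF-beta for 18 h at 37 degrees C; unstimulated wells defined full inhibition.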
# EPAC2 antag: EPAC2 (human) antagonism. EPAC2 GEF exchange of Rap1B-BODIPY-GDP, fluorescence. Q8WZA2. 360,000 tested, 0.18% active. Potency, µM (top dose mostly 114 µM), for the others: top-dose activity, negative = inhibition, most hits filed as inhibitors; also: potency is read from the fitted curve at half-maximal effect; % is scaled to controls: 0 for no effect and ±100 for the full control effect; nearly all actives have a fitted effect of over 45% in size; many of its hits are not listed in these tables
# Target sequence (Q8WZA2 whole entry, looked up): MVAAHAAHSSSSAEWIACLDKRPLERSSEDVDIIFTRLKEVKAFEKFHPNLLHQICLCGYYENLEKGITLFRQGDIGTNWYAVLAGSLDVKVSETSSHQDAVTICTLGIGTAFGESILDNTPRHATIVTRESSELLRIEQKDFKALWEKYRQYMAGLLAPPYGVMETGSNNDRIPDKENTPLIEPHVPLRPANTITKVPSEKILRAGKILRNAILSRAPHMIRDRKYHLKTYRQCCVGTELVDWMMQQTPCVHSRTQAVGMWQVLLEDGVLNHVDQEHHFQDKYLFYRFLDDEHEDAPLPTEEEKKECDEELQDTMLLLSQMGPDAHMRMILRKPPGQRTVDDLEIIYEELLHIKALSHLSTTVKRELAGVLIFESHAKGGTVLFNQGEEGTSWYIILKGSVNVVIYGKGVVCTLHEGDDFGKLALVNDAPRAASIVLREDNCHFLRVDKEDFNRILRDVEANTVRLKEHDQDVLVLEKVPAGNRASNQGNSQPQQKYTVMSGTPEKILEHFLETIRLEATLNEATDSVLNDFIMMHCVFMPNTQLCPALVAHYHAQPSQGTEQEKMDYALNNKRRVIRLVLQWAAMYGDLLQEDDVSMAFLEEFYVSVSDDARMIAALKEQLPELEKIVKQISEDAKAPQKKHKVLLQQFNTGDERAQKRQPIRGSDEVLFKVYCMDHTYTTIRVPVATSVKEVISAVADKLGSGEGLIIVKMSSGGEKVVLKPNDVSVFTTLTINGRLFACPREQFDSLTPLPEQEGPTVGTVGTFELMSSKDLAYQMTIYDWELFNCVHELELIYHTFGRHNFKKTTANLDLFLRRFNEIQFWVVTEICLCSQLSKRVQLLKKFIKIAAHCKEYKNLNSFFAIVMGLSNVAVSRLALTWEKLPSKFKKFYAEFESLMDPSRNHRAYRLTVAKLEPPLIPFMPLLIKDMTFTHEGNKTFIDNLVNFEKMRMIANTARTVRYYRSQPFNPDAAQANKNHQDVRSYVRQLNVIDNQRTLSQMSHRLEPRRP
# Mm-Cpn inhibitor: M. maripaludis TRiC chaperonin inhibition; purified Mm-Cpn ATPase, ADP Transcreener TR-FRET; Potency, µM (top dose mostly 76.9 µM), for the others: at the top dose activity, negative = inhibition, usual class: inhibitors; AID 504842; 330,000 tested, 0.031% active; also: potency is read from the fitted curve at half-maximal effect; % is scaled to controls: 0 for no effect and ±100 for the full control effect; nearly all actives have a fitted effect of over 80% in size
#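 Measured: ADP formation by purified Mm-CPN. Conditions: 25 nM protein, 10 uM ATP, Tris pH 7.4 with Mg2+, K+ and DTT, 37°C for 30 min. Detection: Transcreener HTRF after 30 min at room temperature.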
# EPAC2 agonist: EPAC2 (human) agonism | EPAC2 activation, biochemical qHTS; response scale: 100% = 6.5 mM cAMP response | Potency, µM (series often up to 154 µM), for the others: at the highest dose activation, hits mostly activators | 360,000 tested, 0.079% active | AID 720711; also: potency is read from the fitted curve at half-maximal effect; nearly all actives have a fitted effect of over 50% in size
#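 Setup: EPAC2 100 nM, labeled Rap1B complex 250 nM, free GDP 50 uM. Compound titrations pinned in, brief spin, 5 min room temperature incubation. Kinetic fluorescence read over 30 min, normalized to 6.5 mM cAMP.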
# Akt phos inh: Akt phosphorylation inhibition. Neuro2A IGF-stimulated pAkt S473 HTRF, 20 min; stronger effect = lower value. activity change, % for hits at 50 µM. 360,000 tested, 0.32% active. AID 651550; in the data active = activity change below about -80%; inconclusive = mostly about -51% to -80%; also: % is scaled to controls: 0 for no effect and ±100 for the full control effect
#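 Single-point screen (50 µM final compound) in Neuro2A cells stimulated 20 min with 6 nM IGF at 37 deg C. After lysis, Ser473-phosphorylated Akt read by HTRF (ex 330 nm, em 615/665 nm) as the 665/615 ratio.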
# CCT modulator: changes cytosolic chaperonin activity. purified chaperonin ATPase assay, HTRF ADP detection, 30 min. activity change, % (test concentration not listed), hits read low. 360,000 tested, 0.3% active. AID 651819; in the data active = activity change below about -30%; also: % is scaled to controls: 0 for no effect and ±100 for the full control effect
#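 Enzyme 40 or 20 nM (batch-dependent) in Tris pH 7.4/KCl/MgCl2/DTT; cpd 76 uM single point; ATP 10 uM; 30 min 37 °C; Transcreener ADP HTRF detection, 30 min RT; ratio 665/615.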
# Nrf2 activator: activates Nrf2 signaling; Potency, µM (highest dose often 46.1 µM), for the others: top-dose activation, actives largely listed as activators; AREc32 ARE-luciferase reporter (MCF7-derived line), luminescence, 24 h; AID 624171; 410,000 tested, 0.31% active; also: potency is read from the fitted curve at half-maximal effect; % of control where 0% means no effect; nearly all actives have a fitted effect of over 65% in size
#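 Luciferase luminescence (Steady-Glo, 30 min at room temperature) served as the read-out of ARE activation in AREc32 cells treated with compounds for 24 hr at 37 deg C.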
# Nrf2 inh: Nrf2 pathway inhibition; A549 ARE-Fluc reporter, luciferase luminescence, 18-24 h; 360,000 tested, 2.1% active; AID 504444; Potency, µM (titrated, usually from 46 µM), inactives show at the highest dose activity change, negative = inhibition, actives largely listed as inhibitors; also: potency is read from the fitted curve at half-maximal effect; % is scaled to controls: 0 for no effect and ±100 for the full control effect; nearly all actives have a fitted effect of over 60% in size
#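 A549 ARE_Fluc cells, 5000/well, 5% FBS OPTI-MEM; compounds in dose-response, 18-24 h at 37 °C/5% CO2; CellTiter-Fluor viability read (Ex 405/Em 525), then BugLite luciferase luminescence = Nrf2 activity.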
# A549 viability: counter-screen for Nrf2 inhibitors: cytotoxicity in A549 cells. A549 ARE-Fluc cells, CellTiter-Fluor viability, 18-24 h. Potency, µM (doses to about 46 µM), without a hit: at the top dose activity change, negative = cytotoxicity, actives largely listed as inhibitors. 390,000 tested, 0.16% active. AID 504648; also: potency is read from the fitted curve at half-maximal effect; % is scaled to controls: 0 for no effect and ±100 for the full control effect
#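 A549 ARE_Fluc cells in 5% FBS OPTI-MEM were exposed to compounds in concentration-response for 18-24 h at 37 deg C. Viability was read by CellTiter-Fluor fluorescence (Ex 405/Em 525) after 30 min, before the luciferase read.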
# * marks the source's active call; other numbers are inactive results; i = inactive; ? = inconclusive; . = not tested or not shown; [ ] = another dose, or the depositor's remark. Unless noted, calls follow the shape of the dose curve; as a rule, active = well fitted curve in the direction sought with a large enough effect; inconclusive = small, poorly fitted or top-dose-only effect, or another doubt; inactive = no such curve, though single readings can be large; an effect the other way counts as inactive or inconclusive. Some of the compounds tested; rates above refer to the full screens.
SMILES,TGFb inhibitor,EPAC2 antag,Mm-Cpn inhibitor,EPAC2 agonist,Akt phos inh,CCT modulator,Nrf2 activator,Nrf2 inh,A549 viability
O=C(NCc1ccco1)C(=O)NCC1OCCN1C(=O)c1ccc(Cl)cc1 (stereo not drawn),-17%,-3%,1%,4%,i,0.2,-0.1%,0%,6%
O=C(O)c1nn(-c2ccccc2)c(-c2ccccc2)c1C(=O)c1ccccc1,3%,14%,1%,-6%,i,3.8,-0.5%,17%,2%
Cc1ccc(S(=O)(=O)N2CC(O)CC2C(=O)Nc2ccc3c(c2)CCC3)cc1 (stereo not drawn),-9%,0%,1%,1%,i,-3.9,-0.1%,9%,-3%
COc1cccc(CNC(=O)c2ccc3nc(N4CCCCC4)sc3c2)c1OC,-20%,.,.,.,.,.,6.8%,?,-10%
CCS(=O)(=O)c1ncc(N(Cc2ccco2)Cc2sccc2C)c(C(=O)Nc2ccc(C)cc2C)n1,-21%,.,.,.,.,.,1.0%,-5%,3%
Cc1cc(C)cc(N(CCC(=O)O)S(=O)(=O)c2ccc3ccccc3c2)c1,-22%,-5%,3%,0%,i,-3.1,0.1%,6%,9%
C=CCOC(=O)CCCC(=O)NC1CCCCC1,-9%,0%,-1%,0%,-128%*,1.9,-0.5%,.,8%
S=C(Nc1ccc(Cl)cc1)NN1CCOCC1,0%,-1%,2%,-1%,i,-0.1,-0.5%,6%,0%
OC(CN1CCN(Cc2ccccc2)CC1)c1ccc(Br)cc1 (stereo not drawn),-7%,7%,.,7%,i,2.1,0.3%,-13%,-9%
COc1cccc(NC(=O)Cn2c(=O)n(Cc3ccc(F)cc3)c(=O)c3sc4ccccc4c32)c1,-24%,.,.,.,.,.,-1.7%,1%,-3%
CCOC(=O)C(CCC(=O)O)(CCC(C)C)c1csc(N)n1 (stereo not drawn),-5%,11%[57.1 µM],2%,3%,i,0.3,-0.2%,2%,-3%
CCOc1ccc(NC(=O)CN(c2ccccc2OCC)S(=O)(=O)c2ccccc2)cc1,12%,.,.,.,.,.,5.7%,-16%,-1%
Cc1cc(Br)ccc1SCC(=O)OCC(=O)NC1CC1,8%,-7%,-5%,5%,i,-0.6,0.0%,-2%,0%
N=P(N1CCOCC1)(N1CCOCC1)C12CC3CC(CC(C3)C1)C2,14%,8%,0%,0%,i,-4.8,-1.2%,11%,1%
CCOC(=O)c1cc(NC(=O)CC(C)(C)CC(=O)O)ccc1N1CCCCC1,?,0%,-3%,-5%,i,2.0,-0.2%,-10%,-1%
COc1ccc(OC)c(NC(=O)Cn2cnc3c(cnn3-c3ccccc3)c2=O)c1,-8%,3%,-2%,12%,i,-0.9,0.4%,-11%,-14%
CSc1nnc(-c2ccc(S(=O)(=O)N3CCOCC3)cc2)n1C,0%,-3%,3%,6%,i,-2.0,0.2%,0%,4%
COc1ccccc1C(O)P(=O)(OC(C)C)c1ccc(N(C)C)cc1 (stereo not drawn),13%,1%,-3%,9%,i,0.7,0.1%,5%,-6%
O=C(COc1ccc(F)c(Cl)c1)N1CCCCCCC1,13%,6%,-5%,-4%,i,0.7,-0.4%,16%,0%
COc1ccccc1NC(=O)CNC(=O)Cn1c(C)cc2ccccc2c1=O,-10%,-33%,-1%,6%,i,3.0,0.1%,8%,19%
COc1ccc(CNC(=S)N2CCN(Cc3ccccc3)CC2)cc1,?,7%,-2%,17%,i,-1.9,6.8%,-16%,11%
Cc1ccc(Cl)cc1N1CCN(S(=O)(=O)c2ccc3[nH]c4c(c3c2)CCCCC4)CC1,-28%,.,.,.,.,.,-0.6%,6%,1%
Nn1c(SCC(=O)NC2CCCCC2)nnc1C1CC1,0%,-7%,0%,5%,i,-5.1,0.1%,-3%,8%
COc1ccc(NC(=O)Nc2cc(NC(=O)Nc3ccc(OC)cc3)c(C)nc2C)cc1,-11%,7%,-1%,9%,i,-1.1,0.2%,18%,-2%
O=C1SC(c2ccccc2)=C/C1=C\N1CCCCC1,10%,0%,-4%,2%,i,1.3,13%,2%,-1%
SMILES,TGFb inhibitor,EPAC2 antag,Mm-Cpn inhibitor,EPAC2 agonist,Akt phos inh,CCT modulator,Nrf2 activator,Nrf2 inh,A549 viability
COc1ccc2c(c1)CCCN2C(N)=Nc1ccc(Cl)cc1,-11%,3%,-1%,0%,i,-1.6,0.2%,-3%,1%
Cc1ccc(-n2nc(CN3CCOCC3)c(-c3ccccc3)c2N)c(C)c1,2%,-14%,1%,5%,i,-1.9,-0.5%,2%,-1%
O=C(CN1C(=O)NC2(CCCCCC2)C1=O)N1CCN(S(=O)(=O)c2ccc(Cl)cc2)CC1,-8%,10%,-1%,1%,i,0.4,2.4%,9%,8%[1.84 µM]
COC/C=C/C1=CC2=CC(=O)C(C)(OC(=O)c3cnc4ccccc4n3)C(=O)C2=CN1Cc1ccc(OC)cc1 (stereo not drawn),?,-3%,-1%,-8%,i,0.3,29%,-5%,-16%
COc1ccc(OC)c(/C=N/NC(=O)Cc2nc3ccccc3[nH]2)c1,1%,0%,-2%,1%,i,-1.4,4.2%,13%,9%
CNC(=S)NNC(=O)c1ccc2c(c1)OCO2,-11%,-3%,1%,0%,i,1.4,0.3%,7%,-4%
CCOC(=O)c1nn(-c2ccc(C)cc2)cc1C(=O)c1ccccc1,-14%,-7%,1%,23%,.,-1.0,2.3%,?,-3%
O=C(Nc1cc(C(F)(F)F)ccc1Cl)c1cc(-c2cccs2)nc2ccccc12,-22%,.,.,.,.,.,-0.2%,2%,-1%
COc1ccc(-c2[nH]nc3nc(-c4cc(Br)ccc4OC)cc(C(=O)O)c23)cc1,0%,.,.,.,.,.,13%,?,16%
Cc1ccc(OCCCC(=O)Nc2ccc(S(N)(=O)=O)cc2)cc1,1%,6%,0%,-1%,i,-12,-0.5%,10%,0%
O=[N+]([O-])c1ccc(NCCCO)c(C(F)(F)F)c1,-2%,-2%,2%,-1%,i,-1.5,0.1%,3%,-1%
Cc1cc(C)cc(NC(=O)CSCc2nc3c(nnn3Cc3ccc(F)cc3)c(=O)[nH]2)c1,-1%,8%,.,-6%,i,-1.2,-1.6%,.,-5%
CN(CC(=O)Nc1ccccc1Br)C(=O)c1ccc2c(=O)n3c(nc2c1)CCC3,16%,6%,0%,-2%,i,-0.6,-0.2%,-8%,-2%
CN1C(c2ccccc2)=NO[C@]1(C)c1ccccc1,2%,1%,.,8%,i,0.1,-0.5%,0%,-4%
Cc1cc(NC(=O)CCC(=O)N(CC(=O)NC2CCCC2)c2ccccc2)no1,-24%,0%,-2%,-12%,i,0.2,-1.0%,3%,7%
COc1ccc(CCNC(=O)c2cc(S(=O)(=O)N(C)C)ccc2N2CCCC2)cc1OC,-2%,-1%,3%,-5%,i,-2.1,0.0%,0%,-6%
CCN(CC)S(=O)(=O)c1ccc(N2CCOCC2)c(NC(=O)C(=O)c2c(-c3ccccc3)cc3ccccn23)c1,-15%,-8%,0%,-3%,.,0.4,-0.5%,-11%,-5%
COc1ccc(Cc2nnc(NC(=O)C3CC(=O)N(c4ccc(OC)cc4)C3)s2)cc1 (stereo not drawn),-5%,4%,2%,-10%,i,-0.1,-0.8%,-12%,1%
Cc1ccc(/C=N/N2CCN(Cc3cccc4ccccc34)CC2)o1,-15%,-8%,-1%,?,i,-1.8,4.0%,-18%,-7%
O=C1NCCCC1C(=O)NCCN1C(=O)CCC1=O (stereo not drawn),-5%,-14%,2%,-9%,i,-1.5,-0.2%,-6%,0%
CCOc1ccccc1C(=O)N[C@H](C(=O)OCc1cc([N+](=O)[O-])cc2c1OCOC2)C(C)C,?,6%,-1%,5%,i,2.0,7.0%,?,-12%
Clc1ccc(-c2cc3ccccc3[nH]2)cc1,-12%,1%,-3%,1%,i,-5.7,16%,?,-2%
NS(=O)(=O)c1ccc(-c2ccc(/C=C3\C(=O)Nc4cc(Cl)ccc43)o2)cc1,-19%,0%,-12%,12%,i,-5.6,19%,-11%,-12%
CCN(CC)C(=O)Cn1c(=O)cc(C)c2c(C)nn(-c3cccc(Cl)c3C)c21,11%,.,.,.,.,.,0.1%,-13%,-15%
Cn1c(CC(=O)Nc2ccc(Cl)c(Cl)c2)nnc1SCC(=O)NCc1ccccc1,0%,-2%,-1%,5%,i,-1.8,0.3%,6%,8%
CCOc1ccc(N(CC(=O)Nc2ccc(C)cc2)S(C)(=O)=O)cc1,15%,5%,2%,9%,i,0.5,3.7%,?,1%
CN1C(=O)[C@@H]2[C@@H]3C[C@@H]([C@H]4ON=C(c5ccccc5OCC#N)[C@@H]34)[C@@H]2C1=O,11%,2%,1%,6%,i,-0.6,-0.4%,19%,-11%
O=C(OCC(=O)N1CCN(c2ccccc2)CC1)c1cccc(Cl)c1,-3%,-4%,1%,24%,-113%*,-3.8,0.0%,1%,0%
Cc1csc(=Nc2cccnc2)n1CC1CCCCC1,-4%,-1%,-1%,7%,i,-1.6,-1.5%,?,0%
CN1CCC(CC(C(=O)N2CCCC2)(c2ccccc2)c2ccccc2)C1 (stereo not drawn),-2%,16%,.,1%,i,-1.8,0.2%,6%,-6%

# Three entries already listed, sorted by the number in Mm-Cpn inhibitor, descending.
Compound,Mm-Cpn inhibitor
Cc1csc(=Nc2cccnc2)n1CC1CCCCC1,-1%
COc1ccc(OC)c(/C=N/NC(=O)Cc2nc3ccccc3[nH]2)c1,-2%
NS(=O)(=O)c1ccc(-c2ccc(/C=C3\C(=O)Nc4cc(Cl)ccc43)o2)cc1,-12%
